Screening results: PubChem, National Center for Advancing Translational Sciences (NCATS)
TDP1 cell CPT: DT40-hTDP1 cell growth loss with CPT; 420,000 compounds, 12% hits; Potency, µM (titrated, usually from 46.2 µM), inactives show top-dose activity change, negative = growth inhibition, hits mostly inhibitors; chicken DT40 Tdp1-/-;hTDP1 cells + 20 nM CPT, ATP luminescence, 48 h; further: nearly all actives have a fitted effect of over 55% in size
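Chicken DT40 Tdp1-/- cells stably complemented with human TDP1 were seeded at 400 cells/well in medium containing 20 nM camptothecin, exposed to pin-transferred compounds, and grown at 37 °C for at least 48 hr. Viability was read as ATP luminescence.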
DT40 TDP1 no CPT: qHTS for Inhibitors of human tyrosyl-DNA phosphodiesterase 1 (TDP1): qHTS in cells in absence of CPT | DT40 Tdp1-/- hTDP1 cells, no CPT, ATP luminescence, 48 h | Potency, µM (doses to about 46.2 µM), inactives show top-dose activity change, negative = growth inhibition, most hits filed as inhibitors | 420,000 compounds, 15% hits; further: nearly all actives have a fitted effect of over 55% in size
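No-CPT arm: Tdp1-/-;hTDP1 DT40 cells (400/well) plus compounds, incubated ≥48 hr at 37 °C. Readout CellTiter-Glo luminescence.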
KAT2A inh: blocks human GCN5L2 histone acetyltransferase; Q92830; GCN5L2 HAT assay, ThioGlo1 CoA-SH fluorescence; Potency, µM (doses to about 58.9 µM), inactives show at the highest dose activity change, negative = inhibition, most hits filed as inhibitors; 390,000 compounds, 0.21% hits; AID 504327
Target sequence (Q92830 whole entry, looked up): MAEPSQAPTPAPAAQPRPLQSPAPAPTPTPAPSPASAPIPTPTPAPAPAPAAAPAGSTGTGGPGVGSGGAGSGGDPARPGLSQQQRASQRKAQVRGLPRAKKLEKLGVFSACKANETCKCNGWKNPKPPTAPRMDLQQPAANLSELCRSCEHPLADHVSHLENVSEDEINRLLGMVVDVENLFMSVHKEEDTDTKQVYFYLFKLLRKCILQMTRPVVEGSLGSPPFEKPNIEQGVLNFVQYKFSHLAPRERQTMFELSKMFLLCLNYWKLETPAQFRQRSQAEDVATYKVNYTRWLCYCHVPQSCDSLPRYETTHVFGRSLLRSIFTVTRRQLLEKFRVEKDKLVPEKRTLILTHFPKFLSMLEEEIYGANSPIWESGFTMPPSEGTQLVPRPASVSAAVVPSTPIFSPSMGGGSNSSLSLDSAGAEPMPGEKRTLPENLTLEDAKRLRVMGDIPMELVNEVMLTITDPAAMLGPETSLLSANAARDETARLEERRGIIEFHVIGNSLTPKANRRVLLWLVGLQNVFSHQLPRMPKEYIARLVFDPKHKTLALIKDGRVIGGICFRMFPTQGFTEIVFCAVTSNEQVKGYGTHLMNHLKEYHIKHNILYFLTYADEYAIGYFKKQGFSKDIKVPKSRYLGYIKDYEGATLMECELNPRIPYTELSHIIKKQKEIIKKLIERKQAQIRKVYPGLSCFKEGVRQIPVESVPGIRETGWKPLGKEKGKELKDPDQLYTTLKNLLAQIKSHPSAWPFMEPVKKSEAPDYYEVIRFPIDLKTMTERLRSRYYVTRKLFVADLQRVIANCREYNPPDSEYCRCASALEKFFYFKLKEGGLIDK
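Compounds, pin-transferred from DMSO stocks, meet 20nM GCN5L2 for 15 min before the reaction begins with H3(1-25) peptide (75uM) and acetyl-CoA (70uM). Thiol-reactive ThioGlo1 reports CoA release over 20 min at room temperature.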
Active calls of the source: *; ! = not confirmed by another sample; [ ] = dose if it differs, or a comment. The call rests on the fitted dose curve; in most records, active means well fitted curve in the direction sought with a large enough effect; inconclusive means small, poorly fitted or top-dose-only effect, or another doubt; inactive means no such curve, though single readings can be large; an effect the other way counts as inactive or inconclusive. On the % scale 0 is the no-effect control and ±100 the full control effect; potency means the concentration at half of the fitted maximal effect. The list is partial. The share of hits here may be higher or lower than overall.

How did COc1ccc(N/C=C\C(=O)c2ccc(C)cc2)cc1OC do in these assays?
TDP1 cell CPT: -13.6%; DT40 TDP1 no CPT: -2.1%; KAT2A inh: -12.5%

Results for S=C(NCCc1ccccc1)NC1CC1 ?
TDP1 cell CPT: -8.1%; DT40 TDP1 no CPT: -17.4%; KAT2A inh: 0.2%

Results for Oc1ccc(Br)cc1/C=N/NC(=S)NCCc1ccccc1 ?
TDP1 cell CPT: inconclusive; DT40 TDP1 no CPT: 16.4µM*; KAT2A inh: -25.3%

What do the screens show for `Cc1ccc(-c2nc3sc(CCNC(=O)c4ccc(Br)o4)c(C)n3n2)cc1`?
TDP1 cell CPT: inconclusive; DT40 TDP1 no CPT: 29.1µM*; KAT2A inh: -2.8%

What do the screens show for `COc1ccccc1NC(=O)c1ccc(-n2ccnc2)c([N+](=O)[O-])c1`?
TDP1 cell CPT: -8.2%; DT40 TDP1 no CPT: -23.1%; KAT2A inh: -22.3%

What do the screens show for `NC(=O)C1CCN(C(=O)NC(=O)c2ccccc2)CC1`?
TDP1 cell CPT: 4.8%; DT40 TDP1 no CPT: 27.3%; KAT2A inh: inconclusive

How did CC1CC(C)CN(C(=O)c2cc3c(s2)CCC3)C1 (centres undefined) do in these assays?
TDP1 cell CPT: inconclusive; DT40 TDP1 no CPT: inconclusive; KAT2A inh: 0.0%

What do the screens show for `Cc1cc(I)ccc1Nc1nc(NCCN2CCOCC2)nc(N2CCOCC2)n1`?
TDP1 cell CPT: 3.16µM*; DT40 TDP1 no CPT: 5.62µM*

How did O=C(CCSCc1cccc(Cl)c1)N1CCN(c2ccc(Cl)cc2)CC1 do in these assays?
TDP1 cell CPT: inconclusive; DT40 TDP1 no CPT: inconclusive; KAT2A inh: -10.6%

What do the screens show for `O=C(c1c(F)cccc1Cl)N(Cc1ccco1)C1CCS(=O)(=O)C1` (centres undefined)?
TDP1 cell CPT: -10.4%; DT40 TDP1 no CPT: 4.1%

Continued; the last 6 above are carried over.
What do the screens show for `COc1ccccc1NC(=O)c1ccc(-n2ccnc2)c([N+](=O)[O-])c1`?
TDP1 cell CPT: -8.2%; DT40 TDP1 no CPT: -23.1%; KAT2A inh: -22.3%

What do the screens show for `NC(=O)C1CCN(C(=O)NC(=O)c2ccccc2)CC1`?
TDP1 cell CPT: 4.8%; DT40 TDP1 no CPT: 27.3%; KAT2A inh: inconclusive

How did CC1CC(C)CN(C(=O)c2cc3c(s2)CCC3)C1 (centres undefined) do in these assays?
TDP1 cell CPT: inconclusive; DT40 TDP1 no CPT: inconclusive; KAT2A inh: 0.0%

What do the screens show for `Cc1cc(I)ccc1Nc1nc(NCCN2CCOCC2)nc(N2CCOCC2)n1`?
TDP1 cell CPT: 3.16µM*; DT40 TDP1 no CPT: 5.62µM*

How did O=C(CCSCc1cccc(Cl)c1)N1CCN(c2ccc(Cl)cc2)CC1 do in these assays?
TDP1 cell CPT: inconclusive; DT40 TDP1 no CPT: inconclusive; KAT2A inh: -10.6%

What do the screens show for `O=C(c1c(F)cccc1Cl)N(Cc1ccco1)C1CCS(=O)(=O)C1` (centres undefined)?
TDP1 cell CPT: -10.4%; DT40 TDP1 no CPT: 4.1%

What do the screens show for `CCCCn1c(CNC(=O)C23CC4CC(CC(C4)C2)C3)nnc1SC(C)CC` (centres undefined)?
TDP1 cell CPT: 23.1µM*; DT40 TDP1 no CPT: 20.6µM*; KAT2A inh: 9.2%

Results for Cc1nc(-c2ccc(S(=O)(=O)N3CCN(c4ccccc4F)CC3)cc2)co1 ?
TDP1 cell CPT: inconclusive; DT40 TDP1 no CPT: inconclusive; KAT2A inh: 1.3%

How did O=C(Nc1cccc2ccccc12)OC1C=CS(=O)(=O)C1 (centres undefined) do in these assays?
TDP1 cell CPT: inconclusive; DT40 TDP1 no CPT: 20.6µM*; KAT2A inh: -0.3%

How did C/C(CCc1ccccc1)=N\NC(=O)C1C2CCCCC21 (centres undefined) do in these assays?
TDP1 cell CPT: 4.8%; DT40 TDP1 no CPT: -16.4%; KAT2A inh: -3.8%

How did CC(C)[C@H](NC(=O)[C@@H]1CSC2c3ccccc3C(=O)N21)C(=O)NC1CCCC1 (some centres undefined) do in these assays?
TDP1 cell CPT: inconclusive; DT40 TDP1 no CPT: inconclusive; KAT2A inh: 0.9%

What do the screens show for `COc1ccc(C2c3c(oc4ccccc4c3=O)C(=O)N2CCN2CCOCC2)cc1OC` (centres undefined)?
TDP1 cell CPT: -2.2%; DT40 TDP1 no CPT: 5.3%

How did COc1cc(C2CC(=O)OC3=C2C(=O)CC(C)(C)C3)cc(OC)c1OC (centres undefined) do in these assays?
TDP1 cell CPT: 1.2%; DT40 TDP1 no CPT: -7.4%; KAT2A inh: -17.3%

How did COCCCNC(=O)/C(C#N)=C/c1c(N2CCCCCC2)nc2ccccn2c1=O do in these assays?
TDP1 cell CPT: 3.9%; DT40 TDP1 no CPT: -24.2%; KAT2A inh: -2.1%

Results for CC(C)Cc1nc2cc(NS(=O)(=O)N(C)C)cc(C(=O)N3CCN(c4ccccc4)CC3)c2n1C ?
TDP1 cell CPT: 29.7%[9.04 µM]; DT40 TDP1 no CPT: -11.7%

What do the screens show for `S=C(NCCN1CCOCC1)C(=S)NCCN1CCOCC1`?
TDP1 cell CPT: -10.3%; DT40 TDP1 no CPT: -7.1%

Results for CCOC(=O)CSc1ccc2nnc(CCNS(=O)(=O)c3ccc(C)cc3)n2n1 ?
TDP1 cell CPT: -14.5%; DT40 TDP1 no CPT: 2.8%; KAT2A inh: 0.6%

Results for Cc1ccc(C)c(S(=O)(=O)NCc2ccc(C(=O)NCc3ccccn3)cc2)c1 ?
TDP1 cell CPT: -7.9%; DT40 TDP1 no CPT: -27.2%; KAT2A inh: -6.2%

Results for COC(=O)[C@]12CCCCC=C1N(Cc1ccc3c(c1)OCO3)C(=O)[C@H](CC(=O)N1CCSCC1)C2 ?
TDP1 cell CPT: inconclusive; DT40 TDP1 no CPT: inconclusive

Results for CCOc1ccc(-c2cc(C(=O)N3CCCC3)c3ccccc3n2)cc1 ?
TDP1 cell CPT: inconclusive; DT40 TDP1 no CPT: 23.1µM*; KAT2A inh: -2.5%

How did Cc1cc(N2CCN(C(=O)Nc3ccc(F)cc3F)CC2)c2ccccc2n1 do in these assays?
TDP1 cell CPT: -17.6%; DT40 TDP1 no CPT: inconclusive; KAT2A inh: -1.8%

How did CCOC(=O)c1ccc(NCCc2ccc(OC)c(OC)c2)c(N)c1 do in these assays?
TDP1 cell CPT: 5.5%; DT40 TDP1 no CPT: inconclusive; KAT2A inh: -1.4%

What do the screens show for `COc1ccc(OCCCn2cccc2/C=C2/C(=N)N3OC(C)=CC3=NC2=O)cc1`?
TDP1 cell CPT: 18.4µM*; DT40 TDP1 no CPT: inconclusive; KAT2A inh: -13.9%

How did C#CCOCCOCCOCCNc1nc(N2CCN(C(=O)CCCCCCCCCCNC(=O)[C@@H](CCSC)n3cc(CCO)nn3)CC2)nc(N2CCN(C(=O)CCCCCCCCCCNC(=O)[C@H](CCC(=O)O)n3cc(CCCCCN)nn3)CC2)n1 do in these assays?
TDP1 cell CPT: -16.3%; DT40 TDP1 no CPT: -6.3%; KAT2A inh: -7.3%

How did COc1nccc(NCc2ccccc2)c1C#N do in these assays?
TDP1 cell CPT: -17.4%; DT40 TDP1 no CPT: -19.5%

What do the screens show for `O=C(C1CCN(CCCc2ccccc2)CC1)N1CCCCC1`?
TDP1 cell CPT: -15.1%; DT40 TDP1 no CPT: -2.5%; KAT2A inh: -2.3%

What do the screens show for `COc1ncnc2c1oc1ccccc12`?
TDP1 cell CPT: -3.9%; DT40 TDP1 no CPT: -28.3%; KAT2A inh: -6.6%

What do the screens show for `COCCN1C(=O)c2ccc(C(=O)NCc3cccnc3)cc2C1=O`?
TDP1 cell CPT: -18.9%; DT40 TDP1 no CPT: inconclusive; KAT2A inh: -8.2%

How did COC(=O)c1ccn(-c2nc(-c3ccco3)cc(C(F)(F)F)n2)n1 do in these assays?
TDP1 cell CPT: -26.9%; DT40 TDP1 no CPT: inconclusive; KAT2A inh: -1.1%

Results for CC[C@H]1OC(=O)[C@H](C)C(=O)[C@H](C)[C@@H](O[C@@H]2O[C@H](C)C[C@H](N(C)C)[C@H]2O)[C@](C)(OC)C[C@@H](C)C(=O)[C@H](C)[C@H]2N(CCCCn3cnc(-c4cccnc4)c3)C(=O)O[C@]12C ?
TDP1 cell CPT: 2.37µM*!; DT40 TDP1 no CPT: 2.11µM*

What do the screens show for `O=c1[nH]c2ccc(NC(=S)NC3CCCCC3)cc2[nH]1`?
TDP1 cell CPT: 1.9%; DT40 TDP1 no CPT: -5.3%; KAT2A inh: -4.2%

What do the screens show for `Cc1nc2ccccc2c2oc(C(=O)N3CCN(C(=O)c4ccco4)CC3)cc12`?
TDP1 cell CPT: inconclusive; DT40 TDP1 no CPT: inconclusive; KAT2A inh: -4.4%

What do the screens show for `CC1CCN(S(=O)(=O)c2cc(C(=O)NC3(C)CCS(=O)(=O)C3)ccc2Br)CC1` (centres undefined)?
TDP1 cell CPT: -5.5%; DT40 TDP1 no CPT: 9.8%; KAT2A inh: -5.1%

What do the screens show for `CCN(CC)c1ccc(C=C2C(=O)OC3(CCCCC3)OC2=O)cc1`?
TDP1 cell CPT: -16.1%; DT40 TDP1 no CPT: -1.1%; KAT2A inh: -19.2%

How did O=C(CNC(=O)c1cccc(-n2cnnn2)c1)Nc1ccc(F)c(F)c1 do in these assays?
TDP1 cell CPT: -9.2%; DT40 TDP1 no CPT: -5.8%; KAT2A inh: 2.0%

What do the screens show for `O=C(CS(=O)(=O)c1ccc(Br)cc1)N1CCOCC1`?
TDP1 cell CPT: 3.2%; DT40 TDP1 no CPT: 8.7%; KAT2A inh: -2.5%

How did COc1ccc(C(=O)NCC(=O)OCC(=O)NC(=O)NC2CCCCC2)cc1OC do in these assays?
TDP1 cell CPT: 4.7%; DT40 TDP1 no CPT: 6.0%; KAT2A inh: 2.8%

What do the screens show for `C=C1CC2(CC(c3ccccc3)OC(c3ccccc3)C2)OC1=O` (centres undefined)?
TDP1 cell CPT: 1.84µM*; DT40 TDP1 no CPT: 2.59µM*

Results for CC1=CC(C)(C)[N+](C)(C)c2ccccc21 ?
TDP1 cell CPT: inconclusive; DT40 TDP1 no CPT: inconclusive; KAT2A inh: -0.5%

Results for COC(=O)c1ccc(CN2CCN(CCC(C)C)C(CCO)C2)cc1 (centres undefined) ?
TDP1 cell CPT: -1.6%; DT40 TDP1 no CPT: 21.5%; KAT2A inh: 13.9%

What do the screens show for `CC(C)Cn1c(=O)c2c(c3ccccc31)OC(C)C(=O)N2` (centres undefined)?
TDP1 cell CPT: 2.5%; DT40 TDP1 no CPT: 3.1%; KAT2A inh: 0.7%

What do the screens show for `CC(C)OC(=O)c1c(NC(=O)CCn2nnc3ccccc32)sc2c1CCCC2`?
TDP1 cell CPT: 0.5%; DT40 TDP1 no CPT: inconclusive; KAT2A inh: -11.5%

How did CCn1c2ccccc2c2cc(NC(=O)c3ccc(C)c([N+](=O)[O-])c3)ccc21 do in these assays?
TDP1 cell CPT: 5.8µM*; DT40 TDP1 no CPT: 3.26µM*; KAT2A inh: -10.5%

What do the screens show for `COc1cnc(-c2ccccn2)nc1Oc1ccc(Cl)c2ccccc12`?
TDP1 cell CPT: 1.3µM*; DT40 TDP1 no CPT: 1.16µM*; KAT2A inh: 2.2%

Results for CN(C)C(=O)c1ccc(NC(=O)Cn2nc(-c3ccccc3)c3ccccc3c2=O)cc1 ?
TDP1 cell CPT: -21.5%; DT40 TDP1 no CPT: -21.7%; KAT2A inh: -3.8%

Results for Cc1ccc(-c2csc3nc[nH]c(=O)c23)c(C)c1 ?
TDP1 cell CPT: -0.7%; DT40 TDP1 no CPT: inconclusive; KAT2A inh: -6.3%

What do the screens show for `Nc1c(C(=O)N/N=C/c2cccnc2)oc2nc(-c3ccco3)cc(-c3ccco3)c12`?
TDP1 cell CPT: 2.91µM*; DT40 TDP1 no CPT: 0.461µM*; KAT2A inh: -8.6%

Results for CNc1ccc(S(=O)(=O)NC)cc1[N+](=O)[O-] ?
TDP1 cell CPT: -10.5%; DT40 TDP1 no CPT: 13.0%; KAT2A inh: -3.5%

What do the screens show for `O=C(/C=C/c1c(Cl)cccc1Cl)n1cccn1`?
TDP1 cell CPT: inconclusive; DT40 TDP1 no CPT: 16.4µM*; KAT2A inh: -2.8%

What do the screens show for `CC1CCN(c2cc(N3CCC(C)CC3)c([N+](=O)[O-])cc2/C=C(\C#N)c2nn(-c3ccccc3)c(N)c2C#N)CC1`?
TDP1 cell CPT: inconclusive; DT40 TDP1 no CPT: -26.7%; KAT2A inh: -4.1%
